From PubChem
NPY2 pot ag: human NPY-Y2 potentiation or agonism, primary screen. P49146. cells expressing NPY-Y2, potentiator/agonist read-out. activation, % at 3.6 µM. 0.45% of 220,000 active. AID 1359; in the data active means activation above about 27%;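 further: cells stimulated with NPY near EC25 plus isoproterenol at EC100; 0% = vehicle plus submaximal agonist and 100% = vehicle plus saturating agonist; some results beyond the cut were filed as inactive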
Target sequence (P49146 whole entry, looked up): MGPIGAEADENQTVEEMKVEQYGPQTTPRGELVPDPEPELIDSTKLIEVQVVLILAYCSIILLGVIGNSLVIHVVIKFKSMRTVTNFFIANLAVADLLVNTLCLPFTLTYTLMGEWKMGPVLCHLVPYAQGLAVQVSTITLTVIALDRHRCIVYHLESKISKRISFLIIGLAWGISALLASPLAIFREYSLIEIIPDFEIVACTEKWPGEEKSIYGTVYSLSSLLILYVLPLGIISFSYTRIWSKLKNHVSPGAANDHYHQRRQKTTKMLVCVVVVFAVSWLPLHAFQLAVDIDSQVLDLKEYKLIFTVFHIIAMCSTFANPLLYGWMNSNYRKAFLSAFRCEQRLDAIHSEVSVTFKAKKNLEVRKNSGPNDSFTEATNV
p97 inhibitor: blocks human p97 ATPase activity | P55072 | recombinant p97 ATPase, Kinase-Glo ATP luminescence, 3 h | inhibition, % at 8 µM | 0.42% of 220,000 active | AID 1481; in the data active means inhibition above about 15%;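 further: 0% = DMSO vehicle and 100% = wells lacking enzyme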
S1P4 ag: human S1P4 receptor agonism; O95977; S1P4-expressing cell line, agonist reporter assay; activation, % at 4.98 µM; 0.35% of 220,000 active; AID 1509; in the data active means activation above about 11%;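 further: 0% = DMSO vehicle and 100% = reference agonist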
S1P4 antagonist: blocks the human S1P4 receptor; O95977; S1P4-expressing cells, antagonist mode, reporter read-out; inhibition, % at 4.98 µM; 0.26% of 220,000 active; AID 1510; in the data active means inhibition above about 29%;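 further: 0% = wells stimulated with agonist and 100% = vehicle wells without agonist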
eIF4E-4G inh: blocks eIF4E binding to eIF4G; AID 782; 0.37% of 220,000 active; TR-FRET eIF4E-eIF4GI(517-606) binding, 2 h; inhibition, % at 21.7 µM;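 active means inhibition above about 30%, limit read from the data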;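 further: 0% = full FRET control wells and 100% = background wells lacking eIF4GI fragment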
NPY Y1 blocker: antagonists of human neuropeptide Y receptor Y1 | 1% of 200,000 active | inhibition, % at 3.6 µM | HEK293-CNG Y1 cells, membrane potential fluorescence; NPY at EC95, then isoproterenol;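 active means inhibition above the campaign mean inhibition of all tested compounds plus 3 SD, cut at about 20% in these data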;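 further: 0% = DMSO wells given NPY plus isoproterenol and 100% = isoproterenol alone without NPY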
Target sequence (P25929 whole entry, looked up): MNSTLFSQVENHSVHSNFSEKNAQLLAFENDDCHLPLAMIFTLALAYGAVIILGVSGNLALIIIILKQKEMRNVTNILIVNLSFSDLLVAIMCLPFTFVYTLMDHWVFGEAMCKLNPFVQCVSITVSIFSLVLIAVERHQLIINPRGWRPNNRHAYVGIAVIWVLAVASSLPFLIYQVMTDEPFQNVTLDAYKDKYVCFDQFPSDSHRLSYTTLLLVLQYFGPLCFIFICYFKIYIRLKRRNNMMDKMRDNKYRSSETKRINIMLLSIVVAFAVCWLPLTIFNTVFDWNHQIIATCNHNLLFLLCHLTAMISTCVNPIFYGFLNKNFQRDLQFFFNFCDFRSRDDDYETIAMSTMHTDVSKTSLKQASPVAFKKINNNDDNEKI
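Material: HEK293 Y1/CNG channel cell line | Also added: NPY (25 nM), isoproterenol (1 µM), Ro 20-1724 (25 µM) | Compound: One concentration, 3.6 µM, in 0.4% DMSO | Schedule: 3 h dye uptake, 1 h room-temperature compound, 45 min post-isoproterenol | Signal: Membrane-potential fluorescent dye readout | Read-out: % inhibition of NPY effect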
EP2 modulator: modulates human prostaglandin E2 receptor EP2 signaling; P43116; 0.83% of 260,000 active; EP2-expressing cells, cAMP HTRF FRET, PGE2 co-stimulation; induction, % at 25 µM;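 active means compounds whose cAMP rise, as percent of the full-agonist control response, exceeds 60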;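 further: rat C6 glioma line stably carrying human EP2 under a CMV promoter; the protocol text gives 20 µM as final concentration; 100% = response of wells given 1 µM PGE2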
NPY-Y1 PAM-ag: potentiators or agonists of human neuropeptide Y receptor Y1. P25929. NPY-Y1 expressing cells, potentiator/agonist activation. activation, % at 3.6 µM. 0.37% of 220,000 active. AID 1304; in the data active means activation above about 33%, passing the limit was not always enough;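 further: cells stimulated with NPY at EC10 then isoproterenol at EC100; 0% = low agonist plus stimulus and 100% = saturating agonist plus stimulus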
PGE2 EP2 inh: EP2 receptor (human) inhibition | P43116 | C6 glioma cells expressing human EP2, cAMP TR-FRET; cells stimulated with saturating PGE2 | inhibition, % at 25 µM | 0.52% of 260,000 active | AID 1422;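 active means percent inhibition above 40 after rounding to a whole number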;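 further: rat C6 glioma host cells with rolipram phosphodiesterase inhibitor present; the protocol text gives 20 µM as final concentration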
* marks the source's active call; other numbers are inactive results; · = no result given; & = joins results of further samples; [ ] = remark or other dose. These rows are one share of the data; count on the stated rates, not on these rows.

SMILES	NPY2 pot ag	p97 inhibitor	S1P4 ag	S1P4 antagonist	eIF4E-4G inh	NPY Y1 blocker	EP2 modulator	NPY-Y1 PAM-ag	PGE2 EP2 inh
NS(=O)(=O)c1ccc(Nc2nc(-c3ccc4ccccc4c3)cs2)cc1	16	5	-3.1	3	8	-9	-35	2	10
CCCC1=C(C(=O)OCC)C(c2cc(Cl)cc(OC)c2OCC(=O)OCC)NC(=O)N1 (stereo unspecified)	-12	-10	-1.6	2	10	8	20	11	10
CCOC(=O)C(=O)N1CCN(CC)CC1	-4	-2	1.0	-7	-1	-1	13	7	7
CC1CC1c1ccc(/C=C(\C#N)C(=O)Nc2ccccc2Cl)o1 (stereo unspecified)	-3	-11	0.3	-5	0	23*	44	-2	10
Cc1ccc(N=C/C(C(=O)C(F)(F)F)=C(\O)c2ccco2)cc1Cl	-4	5	1.1	-13	5	5	19	1	6
O=C(CNC(=O)c1ccc2c(c1)OCCO2)N/N=C/c1ccc(Cl)cc1	-5	9	2.6	-19	-3	7	-58	-15	5
O=C(NC(Nc1nc2ccc([N+](=O)[O-])cc2s1)(C(F)(F)F)C(F)(F)F)c1ccccc1	62*	1	3.8	41*	-9	33*	-34	-14	12
O=C(c1ccccc1)N(Cc1ccccc1)c1ccccn1	11	1	-1.0	-9	0	-2	-26	-8	6
CC12CC(NC(=O)N1CCc1ccccc1)c1cc(Cl)ccc1O2 (stereo unspecified)	12	0	1.2	-18	-1	-2	19	-1	10
CCNc1nc(-c2cc(C)n(Cc3ccco3)c2C)cs1	-4	8	0.8	-3	-6	11	-9	2	6
COc1ccc(NC(=O)[C@@H](NC(N)=O)C(C)C)cc1Cl	1	4	7.5	0	3	1	-19	-7	2
CC1=C(Sc2ccccn2)C(=O)NC(C)(C)C1	11	6	0.3	-14	-14[fluorescence artefact?]	6	9	4	4
C/C(=N\NC(N)=S)c1cccnc1	9	7	0.8	-8	1	·	8	7	21
O=C(Nc1ccc(Oc2ccccc2)cc1)C1CCN(c2ncccn2)CC1	4	-7	-0.8	-6	-3	2	9	11	6
O=C(Nc1ccccc1F)c1ccc(-n2cncn2)nc1	-3	-1	-1.1	-12	0	-1	6	19	·
CSc1ccc(/C=C/C(=O)N2CCCN(C)CC2)cc1	5	-5	2.0	-9	0	1	-13	-8	8
CCC(CC)C(=O)N=C1SC2CS(=O)(=O)CC2N1CCc1ccc(OC)cc1 (stereo unspecified)	5	0	1.8	4	-2	6	15	5	9
COc1ccc(C2C(C#N)=C(N)Oc3cc(C)n(Cc4ccncc4)c(=O)c32)cc1 (stereo unspecified)	-5	-4	0.3	-4	-1[fluorescence artefact?]	-5	-21	-2	12
Cc1cccc(Nc2nc(N)nc(CN3CCC(C)CC3)n2)c1C	-14	5	-1.1	6	-3[fluorescence artefact?]	5	5	3	12
COc1cc(/C=N/NC(=O)CSc2ccccn2)ccc1O	-7	-3	1.8	6	-2	·	-12	-24	12
CCn1ncc(CN2CCN(C(=O)Nc3ccccc3C(=O)OC)CC2)c1C	5	9	-5.2	-4	6	-3	-6	6	5
COc1cc([N+](=O)[O-])ccc1N	-7	4	2.3	-12	4	8	13	3	4
O=[N+]([O-])c1cccc(/C=N/N2CCN(Cc3ccccc3)CC2)c1	2	3	0.7	0	-6	4	-18	4	5
CCn1c(SCc2ccc(C)cc2)nnc1-c1cnccn1	-34	-6	-0.3	5	-5	10	-41	-5	6
COc1cccc(-n2nnnc2SCC(=O)NCCc2ccc(OC)c(OC)c2)c1	-5	0	1.2	-67	4	-2	16	-9	7
COc1ccc(Nc2nc(=O)c3cc([N+](=O)[O-])ccc3s2)cc1	5	5	-0.2	-14	11	·	-9	5	3
CCCCNC(=O)c1c(N)n(/N=C/c2ccccn2)c2nc3ccccc3nc12	10	3	0.9	-11	-65[fluorescence artefact?]	-2	11	-13	·
CCCCNS(=O)(=O)c1ccc2nc(SCC(N)=O)[nH]c2c1	-6	3	1.2	14	-7	·	-23	23	16
O=C(CC1Sc2ccccc2NC1=O)NCc1ccc(Cl)cc1 (stereo unspecified)	-13	-2	8.7	2	3	-4	-62	-16	6
CCc1nnc(NC(=O)C(=O)NCCOC(=O)c2ccccc2Cl)s1	-4	-3	0.8	-5	6	4	6	-9	14
COc1ccc(N(CC(=O)N/N=C/c2cccs2)S(=O)(=O)c2ccccc2)cc1	-5	-1	1.1	2	-3	-1	12	14	4
N#C/C(=C(/O)CCl)c1nc2ccccc2[nH]1	1	38*	0.3	-13	12	6	-29	3	4
CC(=O)N1c2ccc3ccccc3c2C2C=CCC2C1c1ccc(Br)cc1 (stereo unspecified)	12	9	0.1	-1	4[fluorescence artefact?]	-2	14	-28	8
O=C1Nc2ccccc2Oc2cc([N+](=O)[O-])cc(Oc3ccccc3)c21	8	5	3.1	-15	2	-3	42	6	7
NC(=O)C1CCN(C(=O)c2ccc3c(=O)n(Cc4ccco4)c(SCC(=O)c4ccc(F)cc4)nc3c2)CC1	-2	-5	1.8	1	-1	5	-11	-5	5
Nn1c(SCC(=O)Nc2ccc3c(c2)OCO3)nnc1C(F)(F)F	-8	3	0.1	-11	0	3	9	-7	10
Cc1nnc(SCC(=O)Nc2ccc3c(c2)OCO3)o1	-5	-7	0.9	-14	-11	-2	3&-10	-29	6&6
O=C(Nc1ccc(Oc2ccc(S(=O)(=O)N3CCOCC3)cn2)cc1)c1ccco1	1	5	0.6	-4	-1	-2	-26	-5	8
Cn1c(=O)c(=O)n(C)c2cc(S(=O)(=O)NCCc3ccccc3)ccc21	4	5	-0.4	-11	-5	-5	14	16	8
CN(c1ccccc1C(=O)Nc1ccc(S(=O)(=O)N2CCCC2)cc1)S(C)(=O)=O	20	4	-0.2	-8	3	-3	-5	17	10
COc1ccc(NC(=O)C2CCCN(S(=O)(=O)c3c(C)n[nH]c3C)C2)c(OC)c1 (stereo unspecified)	13	3	1.9	16	-14	-2	9	15	11
COC(=O)[C@H](Cc1ccccc1)NC(=O)NCCC1=CCCCC1	17	-1	0.0	-10	9	1	34	17	2
Cc1nc(NC(=S)NC(=O)c2cncc(Br)c2)ccc1Br	2	7	-0.8	-2	-3	1	18	-12	16
O=C(O)C1Sc2[nH]c(=O)sc2C2c3ccc(O)cc3OC(=O)C12 (stereo unspecified)	4	12	1.5	-13	-1	-1	30	-9	5
NC(=NC(=O)c1ccccc1)N1CCN(C(c2ccccc2)c2ccccc2)CC1	12	-1	0.1	2	-5	·	48	30	6
CC(=O)c1sc(NC(=O)CCCOc2ccccc2C)nc1C	9	7	4.5	14	2	2	14	9	0
O=C(Nc1nc2ccccc2[nH]1)c1ccc(Cl)c([N+](=O)[O-])c1	9	7	-3.1	7	6	-1	-42	-8	1
Cn1nc(-c2ccccc2)c(-c2nc(-c3cccc(Cl)c3)no2)c1Cl	-12	-6	-0.3	0	·	6	38	3	14
COc1cccc(C(=O)Nc2cc(S(=O)(=O)N3CCCCC3)ccc2OC)c1	-1	-1	-2.3	-9	-4	9	-5	-11	1
COCCNC(=O)C(C#N)c1nc2ccccc2nc1N1CCCCCC1 (stereo unspecified)	-8	-1	0.8	0	6[fluorescence artefact?]	4	40	5	·
CC(=O)/C(N=Nc1ccc(-n2ccc(C(F)(F)F)n2)cc1)=C(\C)O	-7	-7	1.5	-8	4	·	-23	-10	4
O=C(CCn1nnc(-c2cccs2)n1)NC1CCCCC1	8	1	-3.1	-18	9[fluorescence artefact?]	-3	-3	-15	8
COc1ccc(-c2nc(NC(=O)CSCCO)sc2C)cc1	0	-1	0.5	-8	0	-4	-5	11	10
O=C(O)C1CC(=O)N(Cc2ccccc2)C1 (stereo unspecified)	-6	3	-0.4	-9	-3[fluorescence artefact?]	-4	15	-16	12
N#Cc1cnn(-c2ccc(F)cc2)c1N	55*	7	0.7	0	2	·	10	13	13
COC(=O)c1ccccc1NS(=O)(=O)c1cn(C)c(=O)n(C)c1=O	16	-1	-0.9	-5	5	-1	8	-1	12
Cc1cc(C)nc(N2CCCC(C(=O)NC(C)CCc3ccco3)C2)n1 (stereo unspecified)	14	1	-2.1	-19	-11	2	23	3	2
COc1ccc2[nH]c(=O)c(CN(C(=O)c3ccccn3)C3CCCCC3)cc2c1	-4	-4	1.9	-12	5[fluorescence artefact?]	-7	-5	2	13
COc1ccc(COC(=O)NC2CCN(S(=O)(=O)c3ccc(OC)cc3)CC2)cc1	-7	-9	-2.0	-10	2	-3	-6	39	4
C=CCNC(=O)c1c(Br)cnn1-c1ccc(C)cc1	-12	1	0.3	25	0	6	-34	-4	4
The list goes on.
SMILES	NPY2 pot ag	p97 inhibitor	S1P4 ag	S1P4 antagonist	eIF4E-4G inh	NPY Y1 blocker	EP2 modulator	NPY-Y1 PAM-ag	PGE2 EP2 inh
Cc1ccc(CNC(=O)[C@H]2C[C@@H]2[C@H](NP(=O)(c2ccccc2)c2ccccc2)c2ccccc2)o1	11	0	1.2	16	0	-1	16	-8	4
N#Cc1nc(COc2ccccc2)oc1N1CCOCC1	-3	-3	0.2	-9	2[fluorescence artefact?]	6	21	2	·
COc1cccc(-c2nc(NCCN3CCOCC3)c3ccccc3n2)c1O	24	-1	-1.5	1	3	-1	-31	19	10
CSc1nsc(SCc2ccc(Cl)cc2)n1	-15	26*	-0.3	-2	0	5	20	-3	5
O=C(Nc1nc2cc3c(cc2s1)OCO3)c1cccc(N2C(=O)CCC2=O)c1	-10	8	1.7	6	-1	·	-48	24	14
O=S(=O)(/N=C(\c1ccccc1)N1CCOCC1)c1cccs1	2	1	2.4	-2	-20	6	36	2	10
CC(C)COP(=O)(OCC(C)C)C(O)c1ccc(N(C)C)cc1 (stereo unspecified)	7	5	0.9	8	3	·	-22	5	9
O=C(NCc1nnc(SCC(=O)N2CCCc3ccccc32)o1)c1ccccc1F	-2	-3	1.1	-9	0	2	-11	10	7
Clc1ccc(-c2nnc3sc(-c4ccc(Br)o4)nn23)c(Cl)c1	-11	-11	-0.6	-33	-20	5	8	-1	·
Cc1ccc(S(=O)(=O)CCc2nnc(N)s2)cc1C	-19	-6	1.9	-13	2	2	10	-19	10
CCn1c(SCC(=O)c2ccc(OC)cc2)nnc1C(C)NC(=O)c1ccc(OC)cc1 (stereo unspecified)	-3	-2	1.2	7	-6	0	10	-28	14
CC(O)C(NS(=O)(=O)c1ccc(Cl)cc1)C(=O)OCC(=O)Nc1cccnc1Cl (stereo unspecified)	11	6	-0.7	-19	-1	-3	-27	1	10
CC1CCCCN1C(=O)Nc1cccc(C(F)(F)F)c1 (stereo unspecified)	-6	2	1.7	-8	-5	2	-61&-9	-14	7&6
CC(c1cccs1)N(Cc1ccco1)C(=O)Nc1ccc(Cl)c(Cl)c1 (stereo unspecified)	-9	4	-3.4	-1	6	16	24	16	8

Arranged by molar mass (rising): part of the list above
SMILES	NPY2 pot ag	p97 inhibitor	S1P4 ag	S1P4 antagonist	eIF4E-4G inh	NPY Y1 blocker	EP2 modulator	NPY-Y1 PAM-ag	PGE2 EP2 inh
CSc1nsc(SCc2ccc(Cl)cc2)n1	-15	26*	-0.3	-2	0	5	20	-3	5
O=S(=O)(/N=C(\c1ccccc1)N1CCOCC1)c1cccs1	2	1	2.4	-2	-20	6	36	2	10
COc1cccc(-c2nc(NCCN3CCOCC3)c3ccccc3n2)c1O	24	-1	-1.5	1	3	-1	-31	19	10
Cc1ccc(CNC(=O)[C@H]2C[C@@H]2[C@H](NP(=O)(c2ccccc2)c2ccccc2)c2ccccc2)o1	11	0	1.2	16	0	-1	16	-8	4
